UGM FP inh: Mtb UDP-galactopyranose mutase inhibition; purified UGM, fluorescence polarization probe displacement; inhibition, % at 10 µM; actives 0.06% (n = 320,000); in the data active = inhibition above about 10%, passing the limit was not always enough
Target sequence (P9WIQ1 whole entry, looked up): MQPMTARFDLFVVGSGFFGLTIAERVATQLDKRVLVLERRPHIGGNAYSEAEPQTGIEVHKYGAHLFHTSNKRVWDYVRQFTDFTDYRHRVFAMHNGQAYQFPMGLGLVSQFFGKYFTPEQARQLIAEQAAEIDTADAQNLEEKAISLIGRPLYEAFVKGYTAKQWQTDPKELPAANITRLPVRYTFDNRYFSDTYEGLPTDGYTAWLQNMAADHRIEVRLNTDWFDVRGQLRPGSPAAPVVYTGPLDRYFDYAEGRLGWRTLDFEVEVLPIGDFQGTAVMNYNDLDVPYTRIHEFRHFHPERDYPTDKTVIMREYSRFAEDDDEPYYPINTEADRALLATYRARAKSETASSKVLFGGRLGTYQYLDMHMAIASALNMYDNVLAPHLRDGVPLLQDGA
GDH-TPI counter: counter-screen for M. tuberculosis FBA inhibitors: GDH-TPI coupled enzymes; GDH-TPI coupled enzyme counterscreen, NADH absorbance; inhibition, % at 4.8 µM; actives 1.2% (n = 360,000); AID 588335; in the data active = inhibition above about 30%;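 note: 0% = DMSO wells and 100% = wells lacking the enzyme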
Mtb BioA inh: inhibitors of Mycobacterium tuberculosis BioA enzyme; inhibition, % at 9.99 µM; actives 0.096% (n = 360,000); AID 602481; purified M. tuberculosis BioA enzyme, plate reader; in the data active = inhibition above about 40%
Rv3671c inh: inhibits the M. tuberculosis serine protease Rv3671c; P9WHR9; inhibition, % at 5.96 µM; actives 0.048% (n = 320,000); in the data active = inhibition above about 38%;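 note: extracellular domain of Rv3671c used as enzyme; 0% = enzyme with DMSO and 100% = no enzyme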
Target sequence (P9WHR9 whole entry, looked up, the tested form may be a part): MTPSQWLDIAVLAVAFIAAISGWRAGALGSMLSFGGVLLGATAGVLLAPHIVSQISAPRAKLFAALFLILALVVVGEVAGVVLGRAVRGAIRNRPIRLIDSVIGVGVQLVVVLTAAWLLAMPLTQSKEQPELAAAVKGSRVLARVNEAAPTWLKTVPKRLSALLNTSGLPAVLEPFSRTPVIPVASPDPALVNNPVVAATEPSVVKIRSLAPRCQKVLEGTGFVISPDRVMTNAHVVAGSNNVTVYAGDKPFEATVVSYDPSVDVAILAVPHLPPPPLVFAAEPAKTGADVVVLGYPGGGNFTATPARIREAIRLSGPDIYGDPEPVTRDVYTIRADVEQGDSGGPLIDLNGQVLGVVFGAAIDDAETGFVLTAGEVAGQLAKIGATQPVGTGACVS
MazF activator: activators of E. coli MazEF toxin-antitoxin RNase; activation, % at 20 µM; FAM/BHQ RNA-DNA oligo cleavage fluorescence, 5 h; AID 504720; actives 0.32% (n = 350,000); in the data active = activation above about 50%
Target sequence (P0AE70 whole entry, looked up): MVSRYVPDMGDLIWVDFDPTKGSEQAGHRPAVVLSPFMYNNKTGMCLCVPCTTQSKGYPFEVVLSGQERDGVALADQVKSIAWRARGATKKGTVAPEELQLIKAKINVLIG
Mtb FBA inh: inhibits M. tuberculosis FBA enzyme; purified M. tuberculosis FBA, fluorescence read-out; actives 2.3% (n = 360,000); P9WQA3; inhibition, % at 1 µM; in the data active = inhibition above about 27%;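 note: 0% = vehicle and 100% = reference inhibitor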
SSB-PriA inh: blocks PriA binding to SSB C-terminal tail; inhibition, % at 33 µM; actives 0.6% (n = 430,000); AID 1272365; AlphaScreen SSBct-PriA binding, biotinylated peptide; in the data active = inhibition mostly above about 37%, no sharp cut-off; inactive = mostly below about 20%;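 note: plate controls were negative control peptide for no effect and reference peptide for full effect; strong numbers were not always called active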
Vc quorum ag: quorum light induction in luxS cqsA deficient V. cholerae | AID 588436 | V. cholerae BH1578 lux reporter, luminescence, 6 h | actives 0.16% (n = 350,000) | activation, % at 18.7 µM; in the data active = activation mostly above about 9.7%, no sharp cut-off; note: not every result past the cut was called active; inactives centre near 0; reference of the scale not given here
DUSP3 inh: blocks human VHR1 dual specificity phosphatase; P51452; recombinant VHR phosphatase, pNPP absorbance; inhibition, % at 13.3 µM; actives 0.52% (n = 290,000); AID 1654; in the data active = inhibition above about 50%; note: some compounds called inactive have numbers as strong as hits
SARS 3CLpro inh: SARS-CoV 3CLpro protease inhibition | P0C6X7 | actives 0.14% (n = 290,000) | AID 1706 | inhibition, % at 6 µM | recombinant SARS-CoV 3CLpro, quenched FRET peptide cleavage; in the data active = inhibition above about 12%
* = called active by the depositor; i = inactive; . = no result given. This is a subset. The share of hits here may be higher or lower than overall.

(1) Cc1cc2nc(-c3ccc(SCC(=O)Nc4ccc(S(=O)(=O)NC5CC5)cc4)nc3)[nH]c2cc1C
(2) COc1cc(C(=O)Nc2ccc(N(C)C)cc2)c([N+](=O)[O-])cc1OC
(3) O=C(N/N=C/c1ccc2c(c1)OCO2)c1ccccn1
(4) CN1CCN(c2ccc(S(=O)(=O)N3CCCCC3)cc2[N+](=O)[O-])CC1
(5) CNC(=O)c1ccccc1F
(6) COc1ccccc1CNC(=O)CN1C(=O)NC(C)(c2ccc(C(C)(C)C)cc2)C1=O (configuration not stated)
(7) CC1CCCC(NC(=O)C2CCN(S(=O)(=O)c3cccc4nonc34)CC2)C1C (configuration not stated)
(8) O=C(N/N=C/c1cc(Br)c(O)c(Br)c1)c1cccnc1
assay / compound | 1 | 2 | 3 | 4 | 5 | 6 | 7 | 8
UGM FP inh | -3.9 | -0.4 | 0.0 | 1.4 | -0.9 | -1.1 | 2.1 | 0.3
GDH-TPI counter | 25 | 8 | 41* | -4 | 7 | -10 | 1 | 31*
Mtb BioA inh | . | -2.4 | -1.1 | -0.8 | -0.7 | -0.8 | -1.5 | 16
Rv3671c inh | -137 | -2 | -5 | 0 | 5 | 1 | 11 | 5
MazF activator | 0 | 17 | 14 | -1 | 4 | -1 | 4 | 6
Mtb FBA inh | 18 | 2 | -2 | 3 | 1 | -2 | 0 | 0
SSB-PriA inh | -3 | 26 | . | -10 | -23 | 3 | 1 | .
Vc quorum ag | i | i | 0.9 | -0.3 | -2.0 | 0.5 | 0.0 | i
DUSP3 inh | 21 | 5 | 13 | -2 | 15 | -8 | 15 | -20
SARS 3CLpro inh | 3 | -6 | 9 | -1 | -1 | 2 | 0 | 4

(9) CNC(=O)C1=NCCCc2cc(OC)c(OC)cc21
(10) O=C(NCC1CCCO1)c1nn2c(c1Cl)NC(c1ccc(F)cc1)CC2C(F)(F)F (configuration not stated)
(11) COCCCNC(=O)CN(c1ccc(F)cc1)S(=O)(=O)c1ccc2c(c1)OCCO2
(12) O=C(NCCCN1CCCC1=O)c1ccc(S(=O)(=O)Nc2ccccc2)cc1
(13) NC(=O)C1CCN(C(=O)Cc2ccsc2)CC1
(14) Cc1cc(NC(=O)CSCC(=O)Nc2nc3ccccc3s2)no1
(15) C=CCN(CC=C)S(=O)(=O)c1ccc(C(=O)Nc2sc3c(c2C(N)=O)CCCCC3)cc1
(16) COc1ccc(C(=O)Nc2ccc3c(c2)C(=O)NC3=O)cc1
assay / compound | 9 | 10 | 11 | 12 | 13 | 14 | 15 | 16
UGM FP inh | 0.5 | -0.1 | 1.7 | 2.7 | -1.2 | 2.9 | -2.1 | 3.0
GDH-TPI counter | -5 | -4 | -4 | 0 | 3 | -2 | 13 | -14
Mtb BioA inh | . | 2.0 | -1.6 | 0.8 | -1.1 | -0.4 | -1.6 | -2.2
Rv3671c inh | -4 | 4 | -5 | 5 | -12 | -2 | 1 | -2
MazF activator | 1 | 1 | 0 | -9 | -1 | 5 | -27 | -10
Mtb FBA inh | 3 | 2 | 1 | -1 | 2 | 2 | 1 | 3
SSB-PriA inh | -19 | 0 | 9 | -1 | -8 | 0 | 2 | -9
Vc quorum ag | i | -0.1 | -0.7 | i | -0.5 | i | 0.2 | 4.7
DUSP3 inh | -6 | 7 | -1 | . | 1 | . | -12 | 17
SARS 3CLpro inh | 2 | 4 | -1 | . | -1 | . | 2 | 2

Sorted by molecular weight (ascending): some entries from above
(13) NC(=O)C1CCN(C(=O)Cc2ccsc2)CC1
(9) CNC(=O)C1=NCCCc2cc(OC)c(OC)cc21
(16) COc1ccc(C(=O)Nc2ccc3c(c2)C(=O)NC3=O)cc1
(14) Cc1cc(NC(=O)CSCC(=O)Nc2nc3ccccc3s2)no1
(4) CN1CCN(c2ccc(S(=O)(=O)N3CCCCC3)cc2[N+](=O)[O-])CC1
(8) O=C(N/N=C/c1cc(Br)c(O)c(Br)c1)c1cccnc1
(7) CC1CCCC(NC(=O)C2CCN(S(=O)(=O)c3cccc4nonc34)CC2)C1C (configuration not stated)
(6) COc1ccccc1CNC(=O)CN1C(=O)NC(C)(c2ccc(C(C)(C)C)cc2)C1=O (configuration not stated)
(11) COCCCNC(=O)CN(c1ccc(F)cc1)S(=O)(=O)c1ccc2c(c1)OCCO2
(15) C=CCN(CC=C)S(=O)(=O)c1ccc(C(=O)Nc2sc3c(c2C(N)=O)CCCCC3)cc1
assay / compound | 13 | 9 | 16 | 14 | 4 | 8 | 7 | 6 | 11 | 15
UGM FP inh | -1.2 | 0.5 | 3.0 | 2.9 | 1.4 | 0.3 | 2.1 | -1.1 | 1.7 | -2.1
GDH-TPI counter | 3 | -5 | -14 | -2 | -4 | 31* | 1 | -10 | -4 | 13
Mtb BioA inh | -1.1 | . | -2.2 | -0.4 | -0.8 | 16 | -1.5 | -0.8 | -1.6 | -1.6
Rv3671c inh | -12 | -4 | -2 | -2 | 0 | 5 | 11 | 1 | -5 | 1
MazF activator | -1 | 1 | -10 | 5 | -1 | 6 | 4 | -1 | 0 | -27
Mtb FBA inh | 2 | 3 | 3 | 2 | 3 | 0 | 0 | -2 | 1 | 1
SSB-PriA inh | -8 | -19 | -9 | 0 | -10 | . | 1 | 3 | 9 | 2
Vc quorum ag | -0.5 | i | 4.7 | i | -0.3 | i | 0.0 | 0.5 | -0.7 | 0.2
DUSP3 inh | 1 | -6 | 17 | . | -2 | -20 | 15 | -8 | -1 | -12
SARS 3CLpro inh | -1 | 2 | 2 | . | -1 | 4 | 0 | 2 | -1 | 2

Other records follow.
(17) O=C(NNS(=O)(=O)c1ccc(F)cc1)c1ccc([N+](=O)[O-])cc1
(18) COc1ccc(NC(=O)CN(C)C2=NS(=O)(=O)c3ccccc32)cc1Cl
(19) COC(=O)c1ccc(NC(=O)c2cccc(OC)c2)cc1
(20) COc1ccc(Br)cc1S(=O)(=O)Nc1ncccc1C
(21) COc1ccc(OCC(=O)N2CCN(C(=O)c3ccccc3)CC2)cc1
(22) CCOC(=O)c1ccccc1NC(=O)CN(c1cccc(OC)c1)S(C)(=O)=O
(23) COc1ccc(/C=C/C(=O)OCC(=O)c2ccc(S(=O)(=O)N3CCCCC3)cc2)cc1OC
(24) COc1cccc2c1OCC(CN1CCN(CCC(C)C)C(CCO)C1)=C2 (configuration not stated)
assay / compound | 17 | 18 | 19 | 20 | 21 | 22 | 23 | 24
UGM FP inh | 2.2 | . | -2.1 | 3.2 | -0.1 | -2.9 | 0.4 | 0.0
GDH-TPI counter | -9 | 0 | -6 | 9 | -12 | -11 | 10 | 6
Mtb BioA inh | 0.1 | -1.8 | 2.6 | . | 0.8 | 2.5 | -0.9 | .
Rv3671c inh | 2 | -1 | 3 | -5 | -7 | 5 | 5 | 2
MazF activator | 3 | -12 | 0 | -10 | -12 | 2 | 4 | 0
Mtb FBA inh | 3 | 1 | -4 | 4 | 6 | 2 | 2 | 4
SSB-PriA inh | 1 | 8 | -7 | 4 | -19 | -5 | -4 | 6
Vc quorum ag | i | -1.3 | i | -1.6 | 16 | i | i | -1.4
DUSP3 inh | 28 | . | 8 | 12 | 8 | -10 | . | 25
SARS 3CLpro inh | 0 | . | -3 | 3 | -7 | 6 | . | -1

(25) CC(NCCC1(C(C)C)CCOC(C)(C)C1)c1cccs1 (configuration not stated)
(26) O=C1CN(C(=O)COC(=O)c2cccc(OCc3ccccc3)c2)c2ccccc2N1
(27) Nc1ccccc1-c1nnn(CC(=O)N2CCCc3ccccc32)n1
(28) CC1(C)C(=O)N(c2ccccc2Cl)C(=O)c2ccccc21
(29) COc1ccc2oc(C(=O)N3CCN(C(c4ccccc4)c4ccccc4)CC3)c(C)c2c1
(30) COC(=O)c1cn[nH]c1N
(31) CCn1c(COc2ccc(Cl)cc2)nnc1SCC(=O)Nc1ccc2c(c1)OCO2
(32) Cc1nc2cc(C(=O)N3CCc4ccccc43)ccc2n1-c1ccc(F)c(F)c1
assay / compound | 25 | 26 | 27 | 28 | 29 | 30 | 31 | 32
UGM FP inh | -4.4 | -0.5 | 2.3 | 0.2 | 0.5 | 1.3 | -0.8 | -0.9
GDH-TPI counter | 0 | 2 | 4 | 2 | 6 | -3 | 0 | -1
Mtb BioA inh | -0.5 | . | -0.8 | -1.3 | -1.9 | -1.0 | -2.1 | 23
Rv3671c inh | 11 | -17 | -12 | -3 | -4 | -8 | -4 | 9
MazF activator | 7 | -1 | -6 | 4 | -12 | -2 | 4 | 3
Mtb FBA inh | -3 | -2 | -1 | 2 | -3 | -1 | -1 | 2
SSB-PriA inh | 3 | 1 | 12 | -21 | -1 | -11 | -12 | -5
Vc quorum ag | -0.6 | -2.6 | 1.9 | -0.1 | 5.0 | i | -3.2 | -0.3
DUSP3 inh | 17 | 18 | 0 | -14 | . | 15 | 18 | -1
SARS 3CLpro inh | -3 | 5 | 4 | 0 | . | 9 | 9 | 3

(33) O=C(Nc1cccc(S(=O)(=O)N2CCCCC2)c1)c1c2c(nc3ccccc13)CCN(Cc1ccccc1)C2
(34) COC(=O)C1=C(c2c(C)noc2C)C[C@@H]2CC[C@H]1N2C(=O)NCCOc1ccccc1Cl
(35) COc1ccc(CNC(=O)Cc2cn(C)c3ccccc23)c(OC)c1
(36) Cn1c(N2CCNCC2)nc2ccccc21
(37) O=[N+]([O-])c1cnn(-c2nc(-c3ccco3)cc(C(F)(F)F)n2)c1
(38) CC1CCCN(C(=O)CSc2n[nH]c(-c3cccs3)n2)C1 (configuration not stated)
(39) O=C(Nc1ccc(F)c(F)c1)C1CCN(S(=O)(=O)c2cccs2)CC1
(40) CC(C)(C)OC(=O)C[C@@H]1C/C=C\C[C@@H](CC(=O)NCCO)C(=O)NC[C@@H](c2ccccc2)OC1=O
assay / compound | 33 | 34 | 35 | 36 | 37 | 38 | 39 | 40
UGM FP inh | 0.9 | 0.0 | 2.2 | -0.4 | 1.2 | -3.5 | -1.4 | 1.3
GDH-TPI counter | 10 | 7 | 1 | -9 | 1 | -7 | 0 | -2
Mtb BioA inh | . | 0.2 | 1.2 | -0.6 | 0.6 | 0.7 | 58* | -3.2
Rv3671c inh | -39 | -3 | 1 | -5 | 8 | 8 | -2 | 4
MazF activator | -1 | 3 | 2 | 4 | 4 | 6 | 2 | 2
Mtb FBA inh | 0 | 2 | 4 | 0 | -4 | 0 | 0 | 1
SSB-PriA inh | 21 | -6 | 5 | -16 | -6 | 0 | 0 | -8
Vc quorum ag | -0.4 | -0.3 | -1.3 | -0.2 | 1.6 | -0.5 | i | -0.8
DUSP3 inh | 6 | . | 7 | 31 | 36 | . | . | .
SARS 3CLpro inh | -2 | . | 1 | -4 | 4 | . | . | .

(41) Cc1cc(S(=O)(=O)N2CCCC(C(=O)Nc3ccc(C(=O)O)cc3)C2)ccc1Cl (configuration not stated)
(42) O=C(COC(=O)CCNS(=O)(=O)c1cccc(C(F)(F)F)c1)NC(=O)NC1CCCCC1
(43) CCCCN(C(=O)C(C)N1C(=O)c2ccccc2C1=O)c1c(N)n(CCCC)c(=O)[nH]c1=O (configuration not stated)
(44) O=C1N/C(=N\N=C\c2cccs2)SC1Cc1cccc(Cl)c1 (configuration not stated)
(45) Cc1ccc(C(=O)N2CCC3(CC2)Oc2ccc(Cl)cc2C(=O)C32CC(c3ccc(Cl)cc3)=NO2)s1 (configuration not stated)
(46) CC(C)CSC1=NSC2=NC(=O)/C(=C\c3cccs3)C(=N)N12
assay / compound | 41 | 42 | 43 | 44 | 45 | 46
UGM FP inh | -0.2 | 0.0 | 0.0 | 2.4 | 1.1 | 2.5
GDH-TPI counter | 4 | 5 | -4 | 22 | 4 | 15
Mtb BioA inh | . | 3.9 | -2.0 | . | -0.6 | .
Rv3671c inh | 3 | 0 | 10 | 3 | -1 | -18
MazF activator | -6 | -14 | -21 | -9 | -8 | -18
Mtb FBA inh | 3 | 2 | 2 | 1 | 2 | 4
SSB-PriA inh | -4 | 2 | 6 | . | 2 | -11
Vc quorum ag | -0.4 | -0.3 | -1.2 | -0.4 | -1.1 | -0.1
DUSP3 inh | 1 | 8 | . | 40 | 11 | 40
SARS 3CLpro inh | 1 | 2 | . | -2 | . | 0
